KCNQ2 block: KCNQ2 potassium channel inhibitors, primary screen, cell-based, CHO-K1, FluxOR thallium flux, B-score (AID 2156) | 310,000 compounds, 1.1% hits | O88943 | B-score at 10 µM | 20 min; stronger effect = lower value;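 active means fluorescence ratio B-score at most minus 3 library SDs, with starting brightness B-score within 2 library SDs, cut at about -5.5 in these data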
Kir21 block: Kir2.1 (mouse) channel inhibition; B-score at 10 µM; 310,000 compounds, 0.85% hits; HEK293-Kir2.1, FluxOR thallium flux fluorescence; stronger effect = lower value;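 active means fluorescence ratio B-score at or below minus 3 SD of library scores, with starting-brightness B-score within 2 SD, cut at about -4.2 in these data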;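 further: channel flux triggered by added potassium and thallium sulfate stimulus; B-score of peak minus minimum fluorescence over baseline after thallium stimulus; more negative B-score means stronger Kir2.1 block with less thallium influx; some compounds called inactive have numbers as strong as hits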
Target sequence (P35561 whole entry, looked up): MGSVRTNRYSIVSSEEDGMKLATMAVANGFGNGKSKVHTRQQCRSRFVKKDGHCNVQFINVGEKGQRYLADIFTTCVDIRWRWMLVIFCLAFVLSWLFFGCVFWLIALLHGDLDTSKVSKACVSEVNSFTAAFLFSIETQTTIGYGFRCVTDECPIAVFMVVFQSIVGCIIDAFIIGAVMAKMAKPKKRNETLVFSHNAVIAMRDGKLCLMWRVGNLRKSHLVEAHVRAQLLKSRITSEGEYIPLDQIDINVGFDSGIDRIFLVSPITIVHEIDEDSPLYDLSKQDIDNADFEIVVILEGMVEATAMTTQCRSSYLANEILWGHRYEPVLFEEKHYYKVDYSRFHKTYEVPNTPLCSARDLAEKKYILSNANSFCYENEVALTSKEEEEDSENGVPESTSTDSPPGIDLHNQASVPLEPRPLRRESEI
* hit, by the source's call; i = inactive.

KCNQ2 block	Kir21 block	SMILES
i	0.17	COc1ccc(CCNC(=O)CNC(=O)c2ccc(Br)o2)cc1OC
i	-0.23	CCS(=O)(=O)c1ccc2oc(SCC(=O)N3c4ccccc4CC3C)nc2c1 (stereo unspecified)
i	1.1	COC(=O)CCN(C(=O)c1ccc(C)c([N+](=O)[O-])c1)c1ccccn1
i	0.22	Cc1ccc(C(=O)NC(=S)NCC2CCCO2)cc1Br (stereo unspecified)
i	-0.01	COc1ccc(CNC(=O)NS(=O)(=O)c2ccc(C)cc2)cc1
i	-2.4	CN(Cc1ccccc1)S(=O)(=O)c1ccc2c(c1)OCCO2
i	1.4	CCCCc1ccc(NC(=O)CSc2nnc(C)c(=O)n2N)cc1
i	-0.11	Cc1[nH]c2ccc(C(=O)OC(C)C(=O)N(C)c3ccccc3)cc2c1C (stereo unspecified)
i	0.8	COc1ccc(S(=O)(=O)Nc2ccccn2)cc1C
i	0.74	Cc1[nH]n(-c2ccccc2)c(=S)c1C=NCCCN=Cc1c(C)[nH]n(-c2ccccc2)c1=S
i	0.84	CC(=O)Nc1ccc(S(=O)(=O)NCCc2ccccc2)cc1
i	-0.05	O=C(CN1CCN(c2ccccn2)CC1)Nc1nc2ccccc2s1
i	0.53	c1ccc(SCCN2CCN(c3ccccc3)CC2)cc1
i	1.1	CCCn1c(SCC(=O)NCC2CCCO2)nc2c1c(=O)n(C)c(=O)n2C (stereo unspecified)
i	-0.44	CCn1cc(C(=O)NCc2ccco2)c(=O)c2cc(S(=O)(=O)N3CCc4ccccc4C3)ccc21
i	-1.6	CCOC(=O)c1ccc(-n2c(-c3ccco3)nc3ccccc3c2=O)cc1
i	-1.7	O=C(c1ccc(=O)[nH]n1)N1CCN(S(=O)(=O)c2ccc3ccccc3c2)CC1
i	-0.48	O=C(OCc1nnc(-c2ccccc2)o1)c1cccc(S(=O)(=O)N2CCOCC2)c1
i	-1.2	N=C1C(c2nc3ccccc3s2)=C(O)CN1CCCO
i	-1.1	C=CCOc1ccc(CN(C)CC(O)COc2ccc(CCC(C)=O)cc2)cc1 (stereo unspecified)
i	0.05	Cc1nc2ccccc2c2c1C(=O)N(C(C)C)C2=O
i	1.4	Cc1nnc(SCC(=O)Nc2ccccc2)[nH]c1=O
i	-0.2	Cc1c(NC(=O)CN(c2ccccc2)S(=O)(=O)c2ccc(F)cc2)c(=O)n(-c2ccccc2)n1C
i	-1.7	N#Cc1c(NC(=O)c2ccc([N+](=O)[O-])o2)sc2c1CCC2
i	0.59	COc1ccc(Nc2nnc(-c3ccncc3)s2)cc1Cl
i	-0.01	Cc1ccccc1OCCC(=O)OCC(=O)NC1CCCCC1
i	-0.21	Cc1ccc(C(C)C)c(OCC(=O)NN=C(CCl)CCl)c1
i	0.59	COc1ccc(Nc2nc3ccccc3nc2C)cc1
i	-0.87	CC(C)(C)NC(=O)/C(=C/c1ccco1)c1ccccc1
i	0	COc1ccc(-c2ccc(C(=O)O)c(=O)[nH]2)cc1
i	-0.23	O=C(Nc1c(Cl)cc(Cl)cc1C(=O)NCC1CCCO1)c1ccco1 (stereo unspecified)
i	-3	CCCCCc1ccc(OCCC[n+]2ccccc2)c(CCCCC)c1
i	0.48	N/C(=N\c1nc(C(F)(F)F)cc(=O)[nH]1)Nc1ccc(Cl)cc1
i	0.09	O=C(Cn1nnc(-c2ccccc2)n1)N1CCN(S(=O)(=O)c2ccc(Cl)cc2)CC1
i	0.56	CC(C)C(OC(=O)c1nsc(Cl)c1Cl)C(=O)NCc1ccc2c(c1)OCO2 (stereo unspecified)
i	-0.01	CCC(C)N(C(=O)Cn1nnc(-c2ccc(Cl)cc2)n1)C1CCS(=O)(=O)C1 (stereo unspecified)
i	-1.1	O=C(Nc1ccccc1F)C1CCN(S(=O)(=O)c2cccnc2)CC1
i	-2.1	CC(C)CN(CC(C)C)CC(O)CN(c1ccccc1)S(=O)(=O)c1ccccc1[N+](=O)[O-] (stereo unspecified)
i	-0.81	Cn1cc(S(=O)(=O)N2CCc3ccccc32)cc1C(=O)NC(C)(C)C
i	0.52	CCOC(=O)N1CCN(S(=O)(=O)N2CCCC(C(=O)NCc3ccccc3Cl)C2)CC1 (stereo unspecified)
i	-1.4	COc1ccc(CNC(=O)Cn2nnc(-c3ccc(NC(=O)C4CCCCC4)cc3)n2)cc1
i	-0.57	Cc1cc(C(=O)COC(=O)c2n[nH]c3ccccc23)c(C)n1CC1CCCO1 (stereo unspecified)
i	2.6	N#C/C(=C(/O)COc1ccccc1)c1nc2ccccc2s1
i	0.01	CNC(=O)/C(C#N)=C1/SC(Cc2ccc(F)cc2)C(=O)N1c1ccccc1 (stereo unspecified)
i	-1.6	CC(C(=O)N1CCCCC1)N1C(=O)c2ccccc2C1=O (stereo unspecified)
i	-0.83	COc1ccc(CCNC(=O)CNCC2CCCO2)cc1OC (stereo unspecified)
i	0.15	O=C(CCNC(=O)c1ccccc1Cl)Nc1cc(C(F)(F)F)ccc1N1CCCC1
i	-0.57	CC(C)c1ccc(OCC(O)CN2CCN(c3ccccn3)CC2)cc1 (stereo unspecified)
i	0.76	O=C(COc1cccc(-n2cnnn2)c1)Nc1ccccc1
i	1.9	C=C(C)c1cccc(C(C)(C)NC(=O)Nc2ccc(Cl)cn2)c1

(continued)
KCNQ2 block	Kir21 block	SMILES
i	-0.09	COc1ccc(C(=O)c2sc(Nc3ccccc3)nc2N)cc1OC
i	-0.82	CCc1ccccc1NC(=O)CN1CCN(CC(=O)Nc2cc(C)ccc2OC)CC1
i	0.28	CCc1nc2cccnc2n1-c1ccc(CC(=O)NC(C)CC)cc1 (stereo unspecified)
i	1.9	CCOC(=O)C(=O)N1CCN(c2cc3c(cc2[N+](=O)[O-])n(C)c(=O)n3C)CC1
i	-0.64	O=C(C1=C[C@@H](c2ccc(C(F)(F)F)cc2)C[C@@H](OCc2ccc(CO)cc2)O1)N1CCOCC1
i	-0.58	Clc1ccccc1CSc1nnc(-c2ccccn2)n1Cc1ccco1
i	0.87	O=C(N/N=C/c1cn(-c2ccccc2)nc1-c1ccc(F)cc1)c1ccc2c(c1)OCO2
i	0.47	S=C1NC2=C(CCC/C2=C\c2ccc(Cl)cc2)C(c2ccc(Cl)cc2)N1 (stereo unspecified)
i	0.11	CC1CCc2[nH]c3ccc(C(=O)Nc4ccc(C(=O)N(C)C)cc4)cc3c2C1 (stereo unspecified)
i	-1.1	CCN(Cc1ccccc1)C(=O)CCCOc1ccccc1

Entries from the list above with fluorine:
KCNQ2 block	Kir21 block	SMILES
i	-0.2	Cc1c(NC(=O)CN(c2ccccc2)S(=O)(=O)c2ccc(F)cc2)c(=O)n(-c2ccccc2)n1C
i	0.48	N/C(=N\c1nc(C(F)(F)F)cc(=O)[nH]1)Nc1ccc(Cl)cc1
i	-1.1	O=C(Nc1ccccc1F)C1CCN(S(=O)(=O)c2cccnc2)CC1
i	0.01	CNC(=O)/C(C#N)=C1/SC(Cc2ccc(F)cc2)C(=O)N1c1ccccc1 (stereo unspecified)
i	0.15	O=C(CCNC(=O)c1ccccc1Cl)Nc1cc(C(F)(F)F)ccc1N1CCCC1
i	-0.64	O=C(C1=C[C@@H](c2ccc(C(F)(F)F)cc2)C[C@@H](OCc2ccc(CO)cc2)O1)N1CCOCC1
i	0.87	O=C(N/N=C/c1cn(-c2ccccc2)nc1-c1ccc(F)cc1)c1ccc2c(c1)OCO2

(further entries)
KCNQ2 block	Kir21 block	SMILES
-7.1*	1.7	Cc1noc(C)c1S(=O)(=O)N(CC(=O)NC1CCC(C)CC1)c1ccc(C(C)C)cc1 (stereo unspecified)
i	-0.32	CCCSC1=N/C(=C\C=C\c2ccco2)C(=O)S1
i	-0.53	CCCN1CCN(c2ncnc3scc(C4COc5ccccc5O4)c23)CC1 (stereo unspecified)
i	-2	c1ccc(NCc2ccccn2)cc1
i	-0.02	CN=C(NC1CCCCC1)c1ccc(Cl)cc1
i	0.53	CN(C)S(=O)(=O)c1ccc(NC(=O)Cn2c(-c3ccccc3)noc2=O)cc1
i	-0.19	CCOC(=O)c1nnn(-c2nonc2N)c1-c1ccc(Br)cc1
i	-0.08	Cc1ccc(S(N)(=O)=O)cc1NC(=O)/C=C/c1ccc2c(c1)OCO2
i	1.7	COCCNc1nc2ccccc2nc1NS(=O)(=O)c1ccc(C)cc1C
i	0.55	O=C(c1ccc2c(c1)OCO2)[C@@H]1[C@@H]2C(=O)N(C3CCCCC3)C(=O)[C@@H]2C2c3ccccc3C=CN21 (stereo partly specified)
i	1.3	Cc1ccc2oc(=O)c3cnn(CC(=O)N4CCCCC4C)c3c2c1 (stereo unspecified)
i	0.71	NC(=O)c1ccc(-n2nnnc2SCc2ccc(F)cc2)cc1
i	0.48	O=C(NCc1cccnc1)NC1(c2ccccc2)CC1
i	-0.19	CC(=O)Oc1ccccc1C(=O)N1CCN(S(=O)(=O)c2ccc3ccccc3c2)CC1
i	-2.6	CC1(C)Cc2c(c(N3CCCC3)nc3sc4c(N5CCNCC5)ncnc4c23)CO1
i	1.6	COc1ccccc1C(=O)NCCC(=O)NCC(c1ccccc1OC)N1CCCC1 (stereo unspecified)
i	0.14	Cc1cc2nnc(SCC(=O)N3CCOCC3)n2c2ccccc12
i	0.53	CC(=O)c1ccc(N2CCN(C(=O)c3noc4c3CSc3ccccc3-4)CC2)cc1
i	-0.52	CCCCNC(=O)[C@H](CSCc1ccccc1)N1Cc2ccccc2C1=O
i	0.84	Cc1cccc(N(C(=O)c2ccc(Cl)cc2)C2CS(=O)(=O)CC2OC(=O)c2ccc(Cl)cc2)c1 (stereo unspecified)
i	0.56	Cc1cc2c(cc1S(=O)(=O)Nc1cccc(F)c1)n(C)c(=O)c(=O)n2C
i	-0.21	COc1ccc(CNC(=O)C(=O)NCC2CCCN2S(=O)(=O)c2cccs2)cc1 (stereo unspecified)
i	0.94	CC(=O)N[C@H]1C(O)O[C@H](CO)[C@@H](O)[C@@H]1O (stereo partly specified)
i	0.01	Cc1nc2ccc(N)cc2c(=O)n1Cc1ccc(Cl)cc1
i	1.1	CCOC(=O)C1=C(CSCc2ccccc2)NC(=O)NC1c1cc(C)ccc1C (stereo unspecified)
i	-1.1	Cc1oc(-c2cccs2)nc1CN1CCN(C(C)C)C(CCO)C1 (stereo unspecified)
i	1.8	Cc1cc(C)c(S(=O)(=O)c2cccc(Br)c2C)c(Cl)n1
i	-0.5	O=C1NC(=Nc2cccc(O)c2)S/C1=C\c1cccc([N+](=O)[O-])c1
-6*	-3.9	Cc1nnnn1/C(=C\c1ccccc1)C(=O)OCC(=O)NC1CCCCC1
i	1.6	CC(C)CC(CO)N1CCN(C(=O)c2ccc(Cl)c(Cl)c2)CCC1=O (stereo unspecified)

Retrieved by compound from the list above (three):
KCNQ2 block	Kir21 block	SMILES
i	-0.5	O=C1NC(=Nc2cccc(O)c2)S/C1=C\c1cccc([N+](=O)[O-])c1
-6*	-3.9	Cc1nnnn1/C(=C\c1ccccc1)C(=O)OCC(=O)NC1CCCCC1
i	-0.21	COc1ccc(CNC(=O)C(=O)NCC2CCCN2S(=O)(=O)c2cccs2)cc1 (stereo unspecified)

The list goes on:
KCNQ2 block	Kir21 block	SMILES
i	-0.73	CCC(=O)N1CCc2cc(S(=O)(=O)CCC(=O)O)ccc21
i	0.11	CCN(C(=O)COC(=O)c1c(C)c(-c2ccccc2)nc2ccccc12)C1CCS(=O)(=O)C1 (stereo unspecified)
i	0.38	CCCNC(=O)C1CCN(S(=O)(=O)c2c(C)noc2/C=C\c2ccc(OC)cc2)CC1
i	0.44	Nc1c(NC=O)c(=O)n(Cc2ccccc2)c(=O)n1Cc1ccccc1
i	-0.7	Cc1c(NC(=O)c2cccc(F)c2)c(=O)n(-c2ccccc2)n1C
i	0.97	c1ccc(Oc2ccc(-c3ccn[nH]3)cc2)cc1
i	0.1	Cc1cccc(-n2c(C)cc(C(=S)N3CCOCC3)c2C)c1C
i	0.01	Cc1cc(C)c(NC(=O)c2cccc3c2C(=O)N(C2CCCCC2)C3)c(C)c1
-8.9*	-2.1	Cc1ccc(NC(=O)C(NC2CCCc3ccccc32)c2ccccc2)cc1Cl (stereo unspecified)
i	0.32	O=C(COc1cc2oc(=O)cc(-c3ccccc3)c2cc1Cl)NCC1CCC(C(=O)O)CC1 (stereo unspecified)

Given with values under each structure: 2 of the compounds above
Below each SMILES: KCNQ2 block	Kir21 block
- c1ccc(Oc2ccc(-c3ccn[nH]3)cc2)cc1
    i	0.97
- Cc1cccc(-n2c(C)cc(C(=S)N3CCOCC3)c2C)c1C
    i	0.1

Next part.
KCNQ2 block	Kir21 block	SMILES
i	-2.4	CCNc1ccc(S(=O)(=O)N(C)C)cc1NCC(=O)Nc1ccccc1Cl
i	1.4	C=CCn1c(/N=C/c2ccc3c(c2)OCO3)nc2ccccc21
i	2.7	CCOc1ccc(S(=O)(=O)NCCC(=O)OCC(=O)c2ccc(NC(C)=O)cc2)cc1
i	-0.18	CC(=O)Nc1sc(-c2ccc(Cl)cc2)nc1-c1ccccc1
i	-1.5	CC(C)CCC(O)(CCC(C)C)C(=O)NN1CCCCC1
i	-0.82	O=C(OCCNc1nc(-c2ccccc2)nc2ccccc12)c1ccncc1
i	1.4	COc1ccccc1C(=O)Nc1ccc(Oc2nnc(-c3ccc(C)cc3)c3ccccc23)cc1
i	0.4	CCc1nnc(NS(=O)(=O)c2ccc(NC(=O)c3ccc(S(=O)(=O)N(CC)CC)cc3)cc2)s1
i	-1.2	O=C(NNC(=O)C1CCN(Cc2ccccc2)CC1)c1cccc(Cl)c1
i	-0.78	CCN1CCN(C(=S)Nc2ccsc2C(=O)OC)CC1
i	0.21	CCCN1CCC(NC(=O)CCc2nnc(-c3ccccc3)o2)CC1
i	-2.1	O=C(Cn1cc2c(n1)CCCC2)N1CCCc2ccccc21
i	-0.26	COc1cccc(NC(=S)N2CCc3cc(OC)c(OC)cc3C2COc2ccc3c(C)cc(=O)oc3c2)c1 (stereo unspecified)
i	-0.41	COc1ccc(-c2cn3cccnc3n2)cc1NC(=O)c1cccs1

Screens (PubChem BioAssay)
